Myeloid diff MLP = induction of myeloid progenitor differentiation, primary screen, cell-based, flow cytometry, MLPCN library; calls only at 10 µM; 1% of 360,000 active; ER-HoxA9 myeloid progenitors, lysozyme-GFP differentiation;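 active = normalized GFP-positive differentiation at or above the plate's own cutoff, the solvent-only control mean plus 3 SD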;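 also: cells exposed to compound for four days before flow analysis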
NTR1 agonist = agonists of NTR1, primary screen, imaging, U2OS cells, beta-arrestin-GFP, high content (AID 493036) | NTR1-U2OS beta-arrestin-GFP spot imaging, agonist mode | activation, % at 20 µM | Neurotensin receptor type 1 (Homo sapiens), P30989 | 0.17% of 330,000 active;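 active = activation at or above 40% of the spot to cytoplasm intensity ratio, with at least 20 cells analyzed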;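 also: 0% = DMSO without peptide and 100% = 100 nM NTR1 peptide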
Target sequence (P30989 whole entry, looked up): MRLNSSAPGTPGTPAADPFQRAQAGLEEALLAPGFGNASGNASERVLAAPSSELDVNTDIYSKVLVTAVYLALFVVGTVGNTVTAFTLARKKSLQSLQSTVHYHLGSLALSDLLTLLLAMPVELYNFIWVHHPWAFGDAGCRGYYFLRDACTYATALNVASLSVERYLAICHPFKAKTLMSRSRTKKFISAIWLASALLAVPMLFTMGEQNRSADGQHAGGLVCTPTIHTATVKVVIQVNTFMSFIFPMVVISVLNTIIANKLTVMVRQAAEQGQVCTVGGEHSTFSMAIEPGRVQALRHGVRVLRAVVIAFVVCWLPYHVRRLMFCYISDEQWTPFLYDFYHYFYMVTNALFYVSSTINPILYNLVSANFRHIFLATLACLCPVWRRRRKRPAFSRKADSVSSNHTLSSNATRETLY
KOR beta-arrestin-1 = KOR antagonists, beta-arrestin recruitment, cell-based, luminescence, uHTS (AID 1778) | Kappa-type opioid receptor (Homo sapiens) | KOR beta-arrestin recruitment, luminescence, antagonist mode; higher % means a stronger effect | inhibition, % at 10 µM, or IC50 in µM where a hit was titrated | 0.091% of 290,000 active; also: strong numbers were not always called active
NOD2 inhibition = NOD2 signaling inhibitors, cell-based, luminescence, uHTS, HEK293 (AID 1566); inhibition, % at 4 µM; hits with a dose series show EC50 in µM; 0.63% of 290,000 active; HEK293 NOD2/NF-kB luciferase reporter, luminescence; higher % means a stronger effect; also: many of its hits are not listed in these tables
GPR55 antagonists = GPR55 antagonists blocking LPI-driven arrestin recruitment, primary screen, imaging, U2OS, beta-arrestin-GFP, LPI agonist (AID 2013). inhibition, % at 10 µM, or IC50 in µM where a hit was titrated. U2OS GPR55 beta-arrestin-GFP translocation imaging, LPI antagonism; higher % means a stronger effect. G-protein coupled receptor 55 (Homo sapiens). 0.13% of 290,000 active;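 active = spots per cell inhibited over 60%, with over 100 cells counted and total cytoplasm intensity under 500,000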;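 also: U2OS cells stably carrying GPR55 and arrestin-GFP stimulated by 5 µM LPI near EC80; imaged beta-arrestin-GFP aggregate spots per cell after agonist stimulation; plate controls were LPI-stimulated DMSO wells for no effect and DMSO wells without LPI for full effect; some results filed as inactive read as strong as hits; confirmed hits need IC50 under 10 µM and bright autofluorescent wells are also inconclusive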
GPR55 beta-arrestin = GPR55 agonists via beta-arrestin recruitment, primary screen, imaging, U2OS cells, beta-arrestin-GFP redistribution (AID 1961) | G-protein coupled receptor 55 (Homo sapiens) | U2OS GPR55 beta-arrestin-GFP redistribution imaging; higher % means a stronger effect | activation, % at 10 µM; hits with a dose series show EC50 in µM | 0.048% of 290,000 active;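 active = activation above 40% with more than 50 cells counted in the well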;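 also: U2OS osteosarcoma cells stably expressing GPR55 and beta-arrestin-GFP; plate controls were DMSO negative control for no effect and LPI positive control for full effect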
NOD1 NF-kB reporter = NOD1 signaling inhibitors, primary screen, cell-based, luminescence, uHTS (AID 1578) | NOD1-driven NF-kB luciferase reporter cells, luminescence; higher % means a stronger effect | 1% of 290,000 active | inhibition, % at 4 µM, or EC50 in µM where a hit was titrated; in the data active = inhibition mostly above about 36%, no sharp cut-off; inactive = mostly below about 34%;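 also: HEK-293T reporter cells stimulated with the NOD1 agonist gamma-tri-DAP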
KOR beta-arrestin-2 = KOR agonists, beta-arrestin recruitment, primary screen, cell-based, luminescence, uHTS (AID 1777); Kappa-type opioid receptor (Homo sapiens); KOR beta-arrestin recruitment, luminescence; higher % means a stronger effect; activation, % at 10 µM, or EC50 in µM where a hit was titrated; 0.02% of 280,000 active; in the data active = activation above about 50%, passing the limit was not always enough; also: a part of the inactive calls stands beside numbers as strong as those of hits
T cell modulator = modulators of CD8 T cell-vesicle binding, primary screen, mouse 2C CD8+ T cells, flow cytometry | calls only at 7 µM | 2C CD8+ T cell-vesicle binding; hits give low values | 0.068% of 330,000 active;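 active = response, share of CD8 T cells binding vesicles, and their 90th percentile fluorescence all below set limits, cut at about 80% in these data, passing the limit was not always enough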
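incubation = binding step 1.5 h, 37 °C, antibody labelling 20 min, ice | test system = 2C mouse CD8+ T cells | read-out basis = percent CD8+ FL2 mean versus row control | controls = Peptide-free naked vesicles (low) and QL9 vesicles with 0.7% DMSO vehicle (high) | detection = flow cytometry of vesicle-bound cells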
T cell modulator vesicle-bound % = also measured in T cell modulator; calls as there; double positive events, %; measured here: CD8+ vesicle-bound cell fraction;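 binding gate set so that unloaded-vesicle control wells show 10% double positive cells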
NTR1 agonist cell count 20 µM = also measured in NTR1 agonist; calls as there; cell count; measured here: cell count, cytotoxicity flag
Myeloid diff MLP GFP+ MAC1+ % = further read-out of Myeloid diff MLP, marked with its call; GFP+ MAC1+ double positive, %; measured here: differentiation confirmed by MAC1 staining
The depositor's hits bear a star; [ ] = another dose, or the depositor's remark. Rule as the data show it, unless noted: active = inhibition above about 50%; inactive = the rest. Not all compounds are listed (hit frequency here may not be typical).

What do the screens show for `O=c1[nH]c(C2CC2)nc2sc3c(c12)CCCC3`?
Myeloid diff MLP: inactive; NTR1 agonist: 4.5; KOR beta-arrestin-1: 12%[20 µM]; NOD2 inhibition: -21%; GPR55 antagonists: -7%; GPR55 beta-arrestin: 1.3%; NOD1 NF-kB reporter: -29%; T cell modulator: inactive; T cell modulator vesicle-bound %: 40; NTR1 agonist cell count 20 µM: 85; Myeloid diff MLP GFP+ MAC1+ %: 0.0

How did CCOc1ccc(NC(=O)Nc2cc(C(C)C)ccc2C)cc1 do in these assays?
Myeloid diff MLP: inactive; NTR1 agonist: 1.3; KOR beta-arrestin-1: -1%; NOD2 inhibition: 1%; GPR55 antagonists: -3%; GPR55 beta-arrestin: -0.1%; NOD1 NF-kB reporter: 0%; KOR beta-arrestin-2: 1.1%; NTR1 agonist cell count 20 µM: 92; Myeloid diff MLP GFP+ MAC1+ %: 0.3

What do the screens show for `Cc1ccccc1-n1nnnc1SC(C)C(=O)NC1CCCc2ccccc21` (stereo unspecified)?
Myeloid diff MLP: inactive; NTR1 agonist: 1.3; KOR beta-arrestin-1: 17%; NOD2 inhibition: -6%; GPR55 antagonists: 4%; GPR55 beta-arrestin: 1.5%; NOD1 NF-kB reporter: -15%; KOR beta-arrestin-2: -0.4%; T cell modulator: inactive; T cell modulator vesicle-bound %: 26; NTR1 agonist cell count 20 µM: 62; Myeloid diff MLP GFP+ MAC1+ %: 0.9

How did CC(C)(CN1CCN(C(c2ccccc2)c2ccccc2)CC1)NS(=O)(=O)c1ccccc1 do in these assays?
Myeloid diff MLP: inactive; NTR1 agonist: 0.7; KOR beta-arrestin-1: 9%; NOD2 inhibition: 15%; GPR55 antagonists: 22%; GPR55 beta-arrestin: -0.1%; NOD1 NF-kB reporter: 0%; KOR beta-arrestin-2: 0.7%; T cell modulator: inactive; T cell modulator vesicle-bound %: 30; NTR1 agonist cell count 20 µM: 69; Myeloid diff MLP GFP+ MAC1+ %: 0.4

How did Cc1ccc(C(=O)N2N=C(c3ccc(NS(C)(=O)=O)cc3)CC2c2cccs2)cc1 (stereo unspecified) do in these assays?
Myeloid diff MLP: inactive; NTR1 agonist: 0.1; KOR beta-arrestin-1: 24%; NOD2 inhibition: 13%; GPR55 antagonists: 18%; GPR55 beta-arrestin: 0.0%; NOD1 NF-kB reporter: 2%; KOR beta-arrestin-2: -3.4%; T cell modulator: inactive; T cell modulator vesicle-bound %: 53; NTR1 agonist cell count 20 µM: 90; Myeloid diff MLP GFP+ MAC1+ %: 0.6

What do the screens show for `O=C(O)CCC(=O)N1CCN(c2ncccn2)CC1`?
Myeloid diff MLP: inactive; NTR1 agonist: 0.2; KOR beta-arrestin-1: 3%; NOD2 inhibition: 8%; GPR55 antagonists: 9%; GPR55 beta-arrestin: 0.3%; NOD1 NF-kB reporter: 1%; KOR beta-arrestin-2: -0.8%; T cell modulator: inactive; T cell modulator vesicle-bound %: 33; NTR1 agonist cell count 20 µM: 43; Myeloid diff MLP GFP+ MAC1+ %: 0.6

How did CCc1ccc(NC(=O)CS(=O)CC(=O)Nc2ccc(F)cc2F)cc1 (stereo unspecified) do in these assays?
Myeloid diff MLP: inactive; NTR1 agonist: 0.3; KOR beta-arrestin-1: -42%; NOD2 inhibition: 9%; GPR55 antagonists: 10%; GPR55 beta-arrestin: 0.2%; NOD1 NF-kB reporter: -18%; KOR beta-arrestin-2: 3.8%; T cell modulator: inactive; T cell modulator vesicle-bound %: 14; NTR1 agonist cell count 20 µM: 88; Myeloid diff MLP GFP+ MAC1+ %: 4.4

What do the screens show for `CCn1c(=O)c2c(nc3n2CCCN3c2cccc(C)c2)n(C)c1=O`?
Myeloid diff MLP: inactive; NTR1 agonist: 0.5; KOR beta-arrestin-1: 21%; NOD2 inhibition: 11%; GPR55 antagonists: 13%; GPR55 beta-arrestin: 0.3%; NOD1 NF-kB reporter: 1%; KOR beta-arrestin-2: 1.0%; T cell modulator: inactive; T cell modulator vesicle-bound %: 12; NTR1 agonist cell count 20 µM: 39; Myeloid diff MLP GFP+ MAC1+ %: 0.5

How did O=C(CSc1ncn[nH]1)Nc1c(Br)cc([N+](=O)[O-])cc1Br do in these assays?
Myeloid diff MLP: inactive; NTR1 agonist: 0.6; KOR beta-arrestin-1: 4%; NOD2 inhibition: 9%; GPR55 antagonists: 16%; GPR55 beta-arrestin: -0.1%; NOD1 NF-kB reporter: -12%; KOR beta-arrestin-2: -3.2%; T cell modulator: inactive; T cell modulator vesicle-bound %: 20; NTR1 agonist cell count 20 µM: 81; Myeloid diff MLP GFP+ MAC1+ %: 0.2

How did CN1CCN(C(=O)/C(=C/c2ccccc2Cl)NC(=O)c2ccccc2)CC1 do in these assays?
Myeloid diff MLP: inactive; NTR1 agonist: -0.3; KOR beta-arrestin-1: 14%; NOD2 inhibition: -12%; GPR55 antagonists: -12%; NOD1 NF-kB reporter: -22%; KOR beta-arrestin-2: -4.3%; T cell modulator: inactive; T cell modulator vesicle-bound %: 10; NTR1 agonist cell count 20 µM: 49; Myeloid diff MLP GFP+ MAC1+ %: 0.8

Results for Cc1c(C(=O)NCc2cccnc2)sc2ncn(CC(=O)N3CCCCC3C)c(=O)c12 (stereo unspecified) ?
Myeloid diff MLP: inactive; KOR beta-arrestin-1: -19%; NOD2 inhibition: 10%; GPR55 antagonists: 6%; GPR55 beta-arrestin: -0.1%; NOD1 NF-kB reporter: -4%; KOR beta-arrestin-2: -3.3%; Myeloid diff MLP GFP+ MAC1+ %: 0.6

How did COc1ccnc2c1c(=O)n(Cc1cccc(F)c1)c(=O)n2C do in these assays?
Myeloid diff MLP: inactive; NTR1 agonist: 0.3; KOR beta-arrestin-1: -26%; NOD2 inhibition: -3%; GPR55 antagonists: -6%; GPR55 beta-arrestin: 0.2%; NOD1 NF-kB reporter: -11%; KOR beta-arrestin-2: -10%; T cell modulator: inactive; T cell modulator vesicle-bound %: 30; NTR1 agonist cell count 20 µM: 55; Myeloid diff MLP GFP+ MAC1+ %: 0.4

Results for CCCOC(=O)c1ccc(NC(=O)Oc2ccccc2)cc1 ?
NTR1 agonist: 0.7; KOR beta-arrestin-1: -12%; NOD2 inhibition: -12%; GPR55 antagonists: -1%; GPR55 beta-arrestin: -0.2%; NOD1 NF-kB reporter: 11%; KOR beta-arrestin-2: 6.6%; T cell modulator: inactive; T cell modulator vesicle-bound %: 24; NTR1 agonist cell count 20 µM: 49

What do the screens show for `Cc1ccc2cc(COC(=O)c3ccco3)c(=O)[nH]c2c1`?
Myeloid diff MLP: inactive; NTR1 agonist: 0.1; KOR beta-arrestin-1: -33%; NOD2 inhibition: 1%; GPR55 antagonists: 9%; GPR55 beta-arrestin: -0.2%; NOD1 NF-kB reporter: 7%; KOR beta-arrestin-2: -2.7%; T cell modulator: inactive; T cell modulator vesicle-bound %: 34; NTR1 agonist cell count 20 µM: 42; Myeloid diff MLP GFP+ MAC1+ %: 1.3

Results for Cc1ccc(S(=O)(=O)N2CCCC(C(=O)NCCC(C)C)C2)cc1 (stereo unspecified) ?
Myeloid diff MLP: inactive; NTR1 agonist: -1.8; KOR beta-arrestin-1: 3%[20 µM]; NOD2 inhibition: 16%; GPR55 antagonists: 14%; GPR55 beta-arrestin: -0.1%; NOD1 NF-kB reporter: 10%; T cell modulator: inactive; T cell modulator vesicle-bound %: 50; NTR1 agonist cell count 20 µM: 55; Myeloid diff MLP GFP+ MAC1+ %: 0.2

How did COC(=O)c1c(S(=O)(=O)N2CCOCC2)c(C)n(C)c1C do in these assays?
Myeloid diff MLP: inactive; NTR1 agonist: 0.7; KOR beta-arrestin-1: -15%; NOD2 inhibition: 0%; GPR55 antagonists: 27%; GPR55 beta-arrestin: -0.2%; NOD1 NF-kB reporter: -38%; KOR beta-arrestin-2: 6.9%; T cell modulator: inactive; T cell modulator vesicle-bound %: 21; NTR1 agonist cell count 20 µM: 59; Myeloid diff MLP GFP+ MAC1+ %: 1.3

Results for Cn1cc(CNC(=O)C2CCC(=O)N(Cc3cccc(C(F)(F)F)c3)C2)cn1 (stereo unspecified) ?
Myeloid diff MLP: inactive; NTR1 agonist: 0.5; KOR beta-arrestin-1: -29%; NOD2 inhibition: 15%; GPR55 antagonists: -20%; GPR55 beta-arrestin: -0.1%; NOD1 NF-kB reporter: -12%; KOR beta-arrestin-2: 4.9%; T cell modulator: inactive; T cell modulator vesicle-bound %: 45; NTR1 agonist cell count 20 µM: 55; Myeloid diff MLP GFP+ MAC1+ %: 0.6

What do the screens show for `Cc1cccc(OC(=O)c2sc(Cl)nc2C)c1`?
Myeloid diff MLP: inactive; NTR1 agonist: 8.3; KOR beta-arrestin-1: 6%; NOD2 inhibition: 2%; GPR55 antagonists: -3%; GPR55 beta-arrestin: 0.5%; NOD1 NF-kB reporter: -38%; KOR beta-arrestin-2: -2.2%; T cell modulator: inactive; T cell modulator vesicle-bound %: 50; NTR1 agonist cell count 20 µM: 62; Myeloid diff MLP GFP+ MAC1+ %: 1.2

What do the screens show for `Cc1ccc(NC2CC(C)NC(=S)N2)cc1` (stereo unspecified)?
Myeloid diff MLP: inactive; NTR1 agonist: 2.7; KOR beta-arrestin-1: 19%; NOD2 inhibition: 10%; GPR55 antagonists: 10%; GPR55 beta-arrestin: -0.1%; NOD1 NF-kB reporter: 4%; KOR beta-arrestin-2: 0.1%; T cell modulator: inactive; T cell modulator vesicle-bound %: 43; NTR1 agonist cell count 20 µM: 54; Myeloid diff MLP GFP+ MAC1+ %: 1.1

What do the screens show for `COC(=O)Nc1ccc(S(=O)(=O)N2CCC(Cc3ccccc3)CC2)cc1`?
Myeloid diff MLP: inactive; NTR1 agonist: 9.9; KOR beta-arrestin-1: -58%; NOD2 inhibition: -18%; GPR55 antagonists: 4%; GPR55 beta-arrestin: 0.2%; NOD1 NF-kB reporter: 18%; KOR beta-arrestin-2: 1.2%; T cell modulator: inactive; T cell modulator vesicle-bound %: 34; NTR1 agonist cell count 20 µM: 81; Myeloid diff MLP GFP+ MAC1+ %: 0.7

Source: PubChem BioAssay (several laboratories)
